# JMJD2A Tudor inh = qHTS Assay for Inhibitors of JMJD2A-Tudor Domain | AID 504339, 2011 | actives 4.4% (n = 390,000) | AlphaScreen JMJD2A-Tudor / H3K4me3 peptide binding | Potency, µM (titrated, usually from 114 µM), for the others: top-dose activity change, negative = inhibition, actives largely listed as inhibitors; also: potency is read from the fitted curve at half-maximal effect; % is scaled to controls: 0 for no effect and ±100 for the full control effect; nearly all actives have a fitted effect of over 50% in size
# Target sequence (O75164 whole entry, looked up, the tested form may be a part): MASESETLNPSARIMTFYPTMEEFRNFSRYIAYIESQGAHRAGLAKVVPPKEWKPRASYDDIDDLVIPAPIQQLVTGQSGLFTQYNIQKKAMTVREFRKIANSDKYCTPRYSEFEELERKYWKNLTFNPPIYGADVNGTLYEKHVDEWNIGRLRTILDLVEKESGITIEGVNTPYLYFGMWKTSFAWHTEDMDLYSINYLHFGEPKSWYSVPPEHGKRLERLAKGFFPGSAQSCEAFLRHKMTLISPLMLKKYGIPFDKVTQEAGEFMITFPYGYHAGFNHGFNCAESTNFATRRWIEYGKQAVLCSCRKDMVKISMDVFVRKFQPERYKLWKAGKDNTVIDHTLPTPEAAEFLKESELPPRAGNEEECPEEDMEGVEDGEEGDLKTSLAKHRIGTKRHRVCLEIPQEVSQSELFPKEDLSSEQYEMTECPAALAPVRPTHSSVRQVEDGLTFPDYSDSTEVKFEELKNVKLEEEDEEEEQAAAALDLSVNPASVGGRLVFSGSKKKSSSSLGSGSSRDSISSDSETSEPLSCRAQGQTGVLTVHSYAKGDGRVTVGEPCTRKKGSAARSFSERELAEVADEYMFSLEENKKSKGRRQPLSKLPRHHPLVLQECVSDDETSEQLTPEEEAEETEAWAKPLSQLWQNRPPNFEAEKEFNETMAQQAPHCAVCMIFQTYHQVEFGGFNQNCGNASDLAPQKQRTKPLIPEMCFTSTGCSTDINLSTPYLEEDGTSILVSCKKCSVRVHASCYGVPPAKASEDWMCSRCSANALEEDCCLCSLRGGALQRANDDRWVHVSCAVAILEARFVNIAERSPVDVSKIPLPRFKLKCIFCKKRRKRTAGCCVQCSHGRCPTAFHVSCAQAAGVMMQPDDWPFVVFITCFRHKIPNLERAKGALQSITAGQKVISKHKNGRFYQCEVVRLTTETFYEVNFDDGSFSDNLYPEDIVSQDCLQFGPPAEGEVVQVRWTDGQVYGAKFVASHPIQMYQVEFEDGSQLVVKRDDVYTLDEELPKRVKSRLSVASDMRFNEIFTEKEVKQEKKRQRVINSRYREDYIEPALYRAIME
# HP1b chromo inh = HTS for Inhibitors of HP1-beta Chromodomain Interactions with Methylated Histone Tails. Potency, µM (highest dose often 114 µM), for inactives: at the top dose activity change, negative = inhibition, hits mostly inhibitors. actives 0.56% (n = 390,000). AlphaScreen HP1-beta / biotin-H3K9me3 peptide binding. Chromobox protein homolog 1 (Homo sapiens), P83916. AID 540317, 2011; also: potency is read from the fitted curve at half-maximal effect; nearly all actives have a fitted effect of over 70% in size; inactives centre near 23
#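 Compound inhibition of the preformed complex between 50 nM HP1-beta and 50 nM biotinylated H3K9me3 peptide was read by AlphaScreen. Buffer was PBS pH 7.4 with 0.01% Tween-20. Incubations ran 30 min at room temperature, with 10 ug/mL donor/acceptor beads.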
# PI4K2A block = qHTS for small molecular inhibitors of PI4K2A | Phosphatidylinositol 4-kinase type 2-alpha (Homo sapiens), Q9BTU6 | purified PI4K2A, ADP-Glo luminescence, 1 h; active compounds read low | activity change, negative = inhibition, % at 76.9 µM | actives 0.13% (n = 420,000) | AID 1346378, 2018; in the data active = activity change below about -50%; inconclusive = mostly about -30% to -49%;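 also: -100% = wells without enzyme as full effect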
#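 ADP-Glo luminescence measured ADP generated by PI4K2A enzyme (4 ug/mL before mixing) with 1.2 mM PI substrate (pre-mix) and 300 microM ATP (pre-mix). Tris pH7.5 buffer with MgCl2, Triton X-100; 1 h reaction at ambient temperature.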
# BAZ2B inh = qHTS Assay for Inhibitors of BAZ2B; Bromodomain adjacent to zinc finger domain protein 2B (Homo sapiens), Q9UIF8; AlphaScreen BAZ2B-H3K14Ac peptide displacement; Potency, µM (doses to about 114 µM), without a hit: top-dose activity change, negative = inhibition, most hits filed as inhibitors; actives 4.4% (n = 360,000); AID 504333, 2011; also: potency is read from the fitted curve at half-maximal effect; % is scaled to controls: 0 for no effect and ±100 for the full control effect; nearly all actives have a fitted effect of over 60% in size
#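 Multi-concentration screen (max 110 uM) measuring displacement of acetylated histone H3 peptide from BAZ2B by AlphaScreen, using 50 nM protein, 50 nM peptide and 10 ug/mL streptavidin donor plus Ni-chelate acceptor beads.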
# ERG Ets-DNA blk = qHTS for Small Molecule Inhibitors of the ERG Ets/DNA interaction | Transcriptional regulator ERG (Homo sapiens), P11308 | fluorescence polarization, His-ERG Ets domain / labelled DNA | Potency, µM (titrated, usually from 76.9 µM), for the others: top-dose FP activity, negative = inhibition, actives largely listed as inhibitors | actives 0.028% (n = 370,000) | AID 624246, 2012; active = well fitted inhibition curve with a large enough effect in the polarisation, with a control signal flat; inconclusive = small, poorly fitted or top-dose-only effect, or effect the other way, or a change in a side signal; inactive = no such curve, though single readings can be large or run the other way; the % refers to the polarisation;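 also: polarization taken with two DNA probes labelled with fluorescein and Texas red; potency is read from the fitted curve at half-maximal effect; % of control where 0% means no effect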
#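 His-tagged ERG Ets domain (1 uM in the protein solution; 300mM KCl, 50mM Tris-HCl, 1mM EDTA, 1mM DTT, pH 7.5) received compound, then a probe mix of 5 nM fluorescein-DNA and 100nM Texas-615-DNA. Fluorescence polarization was read for both dyes.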
# GLS inhibitor = qHTS for Inhibitors of Glutaminase (GLS); actives 0.21% (n = 410,000); GLS enzymatic activity, qHTS titration; Potency, µM (top dose mostly 45.5 µM), inactives show at the top dose activity change, negative = inhibition, hits mostly inhibitors; also: potency is read from the fitted curve at half-maximal effect; % is scaled to controls: 0 for no effect and ±100 for the full control effect
#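 Compounds were pin-transferred onto hKGA, after which L-glutamine (1 mM solution) and a detection mix of glutamate oxidase, HRP and Amplex Red were added. Initial and 30 min RT fluorescence reads were collected.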
# Pin1 inh = qHTS Assay to Find Inhibitors of Pin1 | Potency, µM (doses to about 115 µM), inactives show at the highest dose activity, negative = inhibition, actives largely listed as inhibitors | Peptidyl-prolyl cis-trans isomerase NIMA-interacting 1 (Homo sapiens), Q13526 | Pin1 FP peptide displacement, HiFluor488, 10 min | actives 0.009% (n = 390,000); active = well fitted inhibition curve with a large enough effect in the polarisation, with a control signal flat, not every such curve was filed as active; inconclusive = small, poorly fitted or top-dose-only effect, or effect the other way, or a change in a side signal; inactive = no such curve, though single readings can be large or run the other way; the % refers to the polarisation; also: potency is read from the fitted curve at half-maximal effect; % is scaled to controls: 0 for no effect and ±100 for the full control effect
# G9a block = qHTS Assay for Inhibitors of Histone Lysine Methyltransferase G9a. Histone-lysine N-methyltransferase EHMT2 (Homo sapiens), Q96KQ7. G9a H3K9 monomethylation, AlphaScreen, 2 h. Potency, µM (doses to about 102 µM), for inactives: at the top dose activity, negative = inhibition, most hits filed as inhibitors. actives 8.8% (n = 350,000). AID 504332, 2011; also: potency is read from the fitted curve at half-maximal effect; % is scaled to controls: 0 for no effect and ±100 for the full control effect; nearly all actives have a fitted effect of over 75% in size
#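 Step 1: enzyme (final 20 nM) with compound, 15 min RT. Step 2: substrate peptide 500 nM and SAM 20 uM, 2 h RT. Step 3: anti-H3K9me1 antibody and AlphaScreen beads, 10 min, then plate read.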
# PGK inhibitor = qHTS Assay to Find Inhibitors of Phosphoglycerate Kinase. AID 602233, 2012. actives 0.043% (n = 380,000). PGK/GAPDH coupled, Kinase-Glo luminescence, 60 min. Phosphoglycerate kinase, glycosomal (Trypanosoma brucei brucei), P07378. Potency, µM (top dose mostly 57.5 µM), inactives show top-dose activity change, negative = inhibition, hits mostly inhibitors; also: potency is read from the fitted curve at half-maximal effect; % is scaled to controls: 0 for no effect and ±100 for the full control effect; nearly all actives have a fitted effect of over 60% in size
#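 Luminescent ATP detection (Kinase-Glo Plus) follows a 60-minute room-temperature incubation, with wells lacking PGK as controls. Buffer: 100 mM TEA (pH 7.6), 5 mM MgCl2, 0.01% Tween-20. Coupling enzyme GAPDH (100 nM final) supplies unstable 1,3-BPG in-well.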
# * hit, by the source's call; i = inactive; ? = inconclusive; nt = not tested or not shown; [ ] = remark or other dose. Unless noted, calls follow the shape of the dose curve; as a rule, active = well fitted curve in the direction sought with a large enough effect; inconclusive = small, poorly fitted or top-dose-only effect, or another doubt; inactive = no such curve, though single readings can be large; an effect the other way counts as inactive or inconclusive.
Pin1 inh | ERG Ets-DNA blk | HP1b chromo inh | PI4K2A block | BAZ2B inh | JMJD2A Tudor inh | PGK inhibitor | G9a block | GLS inhibitor | compound
-5% | -8% | -1% | 2 | ? | -8% | i | -3% | 3% | Cc1ccc(C(=O)Nc2nc(N)n(-c3ccccc3)n2)cc1
-2% | -5% | 72%[activator] | -7 | 10% | -9% | i | ? | -5% | COc1cccc(CNc2nnnn2C)c1OC
-11% | -4% | 22% | 4 | -2%[0.457 µM] | -6% | i | 27%[59 µM] | 1% | CCOc1ccc(NC(=O)CN2C(=O)COc3ccccc32)cc1
-6% | -3% | -5% | 5 | 4% | -14% | -9% | 1%[59 µM] | 2% | Cc1cccc(OCCCC(=O)NCc2ccco2)c1
-6% | 3% | 10% | -1 | -23% | -16% | i | 3% | 2% | Cc1ccnc(NC(=O)c2ccc(COc3c(F)c(F)cc(F)c3F)o2)c1
? | 6% | 6% | 0 | ? | 79µM* | -6% | 0% | 74%[activator] | COc1cc(NC(=O)c2cc([N+](=O)[O-])ccc2NC(=O)CNCc2ccccn2)cc(OC)c1
9% | 0% | 31% | 2 | -29% | -3% | 29% | 22%[59 µM] | 12% | Cc1nn2c(c1-c1ccccc1)NC1=C(C(=O)CCC1)C2c1ccccc1 (stereo unspecified)
2% | -10% | -7% | -9 | 50µM* | ? | -8% | ? | 34%[activator] | COc1cccc(N=Nc2c(=O)[nH]n3c(=O)cc(C)[nH]c23)c1
-8% | 3% | 4% | -4 | -16% | -18% | 4% | -24%[59 µM] | -17% | Nc1cccc(S(=O)(=O)c2ccc(N)c(N)c2)c1
1% | -1% | 41%[activator] | -10 | -17% | -1% | -3% | -6%[59 µM] | 8% | CCOc1ccccc1CNC(=O)CCc1cn(Cc2ccc(Cl)cc2)c2ccccc12
? | -3% | 25% | -4 | -5% | -15% | -13% | -2%[59 µM] | 1% | CCc1ccc(NC(=O)c2cc3ccccn3n2)cc1
2% | -5% | 16% | -6 | -14% | -12% | i | 22% | 2% | Cc1c(S(=O)(=O)N2CC(C)CC(C)C2)c(=O)n(C)c(=O)n1C (stereo unspecified)
8% | -1% | 1% | 1 | -4% | -10% | 6% | ? | 5% | CC(=O)Oc1ccc(-c2ccc(C(=O)Nc3cccc(S(=O)(=O)N4CCOCC4)c3)cc2)cc1
1% | 1% | -1% | 1 | -3% | -21% | -7% | -38%[12.7 µM] | -12% | CCN(CCCNC(=O)CNC(=O)c1nn(-c2ccc(OC)cc2OC)c(=O)c2ccccc12)c1cccc(C)c1
-3% | 3%[15.4 µM] | 34%[activator] | -1 | nt | 1% | 0% | nt | 11% | CCN(C(=O)CSc1nnc(C)n1-c1ccc(C)cc1)c1c(N)n(Cc2ccccc2)c(=O)[nH]c1=O

# Part of the list above in order of length of the SMILES, low to high:
Pin1 inh | ERG Ets-DNA blk | HP1b chromo inh | PI4K2A block | BAZ2B inh | JMJD2A Tudor inh | PGK inhibitor | G9a block | GLS inhibitor | compound
-8% | 3% | 4% | -4 | -16% | -18% | 4% | -24%[59 µM] | -17% | Nc1cccc(S(=O)(=O)c2ccc(N)c(N)c2)c1
2% | -10% | -7% | -9 | 50µM* | ? | -8% | ? | 34%[activator] | COc1cccc(N=Nc2c(=O)[nH]n3c(=O)cc(C)[nH]c23)c1
2% | -5% | 16% | -6 | -14% | -12% | i | 22% | 2% | Cc1c(S(=O)(=O)N2CC(C)CC(C)C2)c(=O)n(C)c(=O)n1C (stereo unspecified)
1% | 1% | -1% | 1 | -3% | -21% | -7% | -38%[12.7 µM] | -12% | CCN(CCCNC(=O)CNC(=O)c1nn(-c2ccc(OC)cc2OC)c(=O)c2ccccc12)c1cccc(C)c1

# New compounds follow
Pin1 inh | ERG Ets-DNA blk | HP1b chromo inh | PI4K2A block | BAZ2B inh | JMJD2A Tudor inh | PGK inhibitor | G9a block | GLS inhibitor | compound
-6% | 1% | -9% | 1 | nt | ? | i | ? | -4% | O=C(c1cc2c(s1)CCCC2)N1CCN(Cc2ccc3c(c2)OCO3)CC1
2% | -6% | 28% | -16 | 11% | -2% | 5% | nt | -10% | O=C(NCc1ccccc1)c1cccc(F)c1F
-1% | 6% | 37% | 4 | -14% | -19% | -3% | -36% | 2% | OC1(c2cccs2)CN(c2ccc(Br)cc2)C2=[N+]1CCCS2 (stereo unspecified)
6% | -5% | 50%[activator] | 4 | -14% | 4% | i | 5%[59 µM] | -11% | Cc1cc(=O)oc2cc(OC(C)C(=O)NC3CCN(Cc4ccccc4)CC3)ccc12 (stereo unspecified)
5% | -9% | 58%[activator] | 1 | 4% | 0% | -7% | 13% | -7% | COc1ccc(CNC(=O)CN(C)S(=O)(=O)c2ccc(Br)s2)cc1
-4% | -11%[15.4 µM] | 19% | -6 | nt | -11% | -2% | nt | -11% | Cc1ccc(S(=O)(=O)N2CCOCC2)cc1NC(=O)COC(=O)c1ccc(Br)o1
1% | 12% | 19% | -2 | 4% | -29% | -9% | 25µM* | 36%[activator] | O=C(NC(=S)NNC(=O)c1ccco1)c1ccccc1
5% | -1% | 19% | -3 | -27% | -4% | 1% | 2% | 0% | CCOC(=O)C1(CCc2ccccc2)CCN(C2Cc3ccccc3C2)CC1
-8% | -7% | 62%[activator] | -4 | 25µM* | 2% | i | 0.32µM* | -5% | O=C(C[n+]1ccccc1)Nc1ccccc1Br
3% | -6% | 23%[57 µM] | 1 | 0% | -9% | -2% | 29% | -2% | O=C(CSc1ccccc1)Nc1ccc2sccc2c1
-12% | 5% | 1% | 2 | 10% | -21% | -5% | -30% | 4% | COCCN(CC(=O)Nc1cccc(C)c1C)C(=O)c1ccc(S(=O)(=O)N2CCOCC2)cc1
10% | 8% | 23% | -7 | 2% | -17% | 4% | 3%[12.7 µM] | 4% | O=C(CSc1ccc([N+](=O)[O-])cc1)OCC(=O)N1CCCC1=O
26% | 3% | 12% | 0 | -11% | -6% | -1% | -43% | 8% | NC(N)=NS(=O)(=O)c1ccc(NC(=S)NC(=O)c2ccc(Br)cc2)cc1
3% | -2% | 24% | -1 | 0% | -6% | -10% | -7%[59 µM] | 21% | CCCCNC(=S)NNC(=O)c1csc(C(C)C)c1
-3% | 7% | 3% | -2 | -39% | -12% | -3% | 12% | -1% | CCOc1ccc(NC(=O)c2cccnc2Cl)c([N+](=O)[O-])c1
1% | -9% | 22% | 0 | -3% | 12% | -5% | -12% | -8% | C=CCN1C(=O)C(Cc2ccc(OC)cc2)S/C1=N\N=C\c1cccs1 (stereo unspecified)
16% | -2% | 26% | -2 | -6% | -19% | -4% | 21%[59 µM] | 1% | COc1ccc(CC(=O)OCC(=O)N2N=C(c3ccccc3)CC2c2ccc(OC)cc2)cc1 (stereo unspecified)
-2% | nt | 11% | 0 | -5% | -5% | 1% | 2%[12.7 µM] | 3% | Cc1cc(C)n2nc(SCc3nnc(SCc4ccccc4Cl)s3)nc2n1
5% | 4% | 43%[activator] | -9 | -32% | -12% | i | 20% | 5% | CC(=O)c1ccc(OCc2cc(C(=O)NCCn3nc(C)cc3C)no2)cc1
-5% | -3% | 33% | -1 | -37% | -10% | 0% | 1% | 6% | Cc1cc(OC(C)C(=O)NCCN2CCOCC2)c2c(C)c(C)c(=O)oc2c1 (stereo unspecified)
8% | 5% | -1% | -19 | -7% | -22% | -16% | 10%[12.7 µM] | 5% | COc1ccc(OC)c(S(=O)(=O)n2cnc3cc(C)c(C)cc32)c1
0% | -3% | 66%[activator] | -3 | 1% | -3% | -10% | 46% | -2% | COc1ccc(CN2CCC(=O)N([C@H](CO)CC(C)C)CC2)cc1OC
-1% | -1% | 32% | -6 | ? | -7% | -2% | 56µM* | -8% | CC(=C/C(=O)O)/C=C/c1ccc([N+](=O)[O-])cc1
0% | 4% | 44%[activator] | -1 | -2% | -8% | 0% | 36% | 2% | O=C(CNC(=O)c1cccs1)OCc1ccc(Br)cc1
1% | 0% | 7% | 3 | -13% | -17% | -2% | nt | 6% | Cc1ccc([N+](=O)[O-])c2cccnc12
8% | 6% | 20% | 7 | ? | -28% | -9% | 56µM* | 1% | Cn1nnc2c[n+](CC(=O)c3ccc4ccccc4c3)cc(Br)c21
1% | 2% | 29% | -2 | 1% | 0% | 1% | 49%[activator] | 2% | C/C(=N\NC(=O)c1ccc(CSc2nncn2C)cc1)c1cccs1
0% | 0% | 23% | 11 | 0% | 8% | -5% | -6% | -2% | Cc1ccc(CNC(=O)CCNS(=O)(=O)c2cccc3nonc23)cc1
-7% | -2% | 42% | -1 | 1% | -1% | 2% | 9%[59 µM] | -2% | COc1nc(Cl)cn(-c2ccc(C)cc2)c1=O

# From PubChem
